# Screening data: PubChem, National Center for Advancing Translational Sciences (NCATS)
# ERK AVP block = vasopressin-driven ERK pathway inhibition | HEK293-V1b, vasopressin-stimulated pERK AlphaScreen | Potency, µM (series often up to 57.5 µM), for inactives: top-dose activity, negative = inhibition, most hits filed as inhibitors | 72,000 compounds, 0.99% hits; note: potency is the fitted concentration of half-maximal effect; % is set by controls: 0 for no effect and ±100 for the full control effect; nearly all actives have a fitted effect of over 55% in size
#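 Phosphorylated ERK1/2 detected via AlphaScreen bead proximity in lysates of V1b-expressing HEK293 cells given 25 nM vasopressin for 5 min after 30 min compound exposure (37 °C). AC50 from Hill equation; basal DMSO 0%, vasopressin 100%.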
# HADH2 inhib = inhibitors of human HADH2 dehydrogenase. Q99714. recombinant HADH2, NADH fluorescence, beta-hydroxybutyryl-CoA. Potency, µM (top dose mostly 57.1 µM), for inactives: at the top dose activity change, negative = inhibition, usual class: inhibitors. 73,000 compounds, 3.4% hits. AID 886; note: potency is the fitted concentration of half-maximal effect; % is set by controls: 0 for no effect and ±100 for the full control effect; nearly all actives have a fitted effect of over 60% in size; many of its hits are not listed in these tables
#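 His-tagged recombinant enzyme from E. coli, 20 nM, preincubated 15 min RT with compound; reaction started with 1 mM NAD+ and 90 uM beta-hydroxybutyryl-CoA in 100 mM Tris-HCl pH 9.0. NADH fluorescence (ex 360/em 450) read over 4 min; last-minus-first difference.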
# HEK293 cAMP ctrl = parental HEK293 cAMP activation (counter-screen). parental HEK293 CNG cAMP sensor, membrane potential fluorescence. Potency, µM (titrated, usually from 57.1 µM), for the others: top-dose activation, usual class: activators. 73,000 compounds, 2.5% hits; note: potency is the fitted concentration of half-maximal effect; % of control where 0% means no effect; nearly all actives have a fitted effect of over 55% in size
#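 Parental HEK 293 cells stably expressing a modified CNG channel (no TSHR) report cAMP rise as membrane depolarization. Membrane potential dye with 100 uM RO 20-1724 was loaded for 60 min at room temperature, then compound added for 30 min; fluorescence read at 590 nm.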
# FLuc inh = firefly luciferase inhibition; P08659; purified firefly luciferase, luminescence, 8 min; Potency, µM (doses to about 57.1 µM), for the others: at the top dose activity change, negative = inhibition, actives largely listed as inhibitors; 72,000 compounds, 2.2% hits; AID 411; note: potency is the fitted concentration of half-maximal effect; % is set by controls: 0 for no effect and ±100 for the full control effect; nearly all actives have a fitted effect of over 40% in size
#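 Luminescence read-out after 8 min at room temperature; enzyme reaction used luciferin plus 10 uM ATP (linear range) in imidazole buffer pH 7.2 with KCl, MgCl2, Tween 20 and BSA. Each sample was run as a titration.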
# Caspase-7 inhib = caspase-7 (human) inhibition, allosteric or competitive | P55210 | recombinant caspase-7, Ac-DEVD-AFC fluorescence rate | Potency, µM (top dose mostly 57.5 µM), for inactives: at the highest dose activity change, negative = inhibition, hits mostly inhibitors | 75,000 compounds, 0.02% hits; active = well fitted inhibition curve with a large enough effect in the main read-out, with a control signal flat, not every such curve was filed as active; inconclusive = small, poorly fitted or top-dose-only effect, or a change in a side signal; note: potency is the fitted concentration of half-maximal effect; % of control where 0% means no effect
# TexasRed autofl = compound fluoresces in the Texas Red spectral region | Compound fluorescence, Texas Red channel, 547/618 nm; hits give high values | max dye-equivalent concentration, M | 59,000 compounds, 0.06% hits; in the data active = max dye-equivalent concentration above about 10 nM; inconclusive = between about 1.1 nM and that limit
#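 Dye-equivalent concentrations come from scaling compound signal (ex 547, em 618 nm) to six Texas Red standard concentrations run on every plate, after 15 min room-temperature incubation in pH 8.0 Tris (100 mM).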
# Tau filament bind = binds recombinant human tau filaments; P10636; recombinant tau filaments, thioflavin S fluorescence, 15 h; filaments grown with octadecylsulfate alongside compound; Potency, µM (top dose mostly 57.1 µM), for inactives: at the highest dose activity change, negative = inhibition; 71,000 compounds, 2% hits;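 note: potency is the fitted concentration of half-maximal effect; % is set by controls: 0 for no effect and ±100 for the full control effect; actives lower thioflavin S fluorescence by blocking filaments or displacing dye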
#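 His-tagged recombinant human tau (exons 2, 3, 10; 1 uM final) fibrillized with 30 uM sodium octadecylsulfate, 15 h at 37 C, in pH 7.4 HEPES buffer with 10 uM thioflavine S and 5 mM DTT. Reduced ThS fluorescence (450/510 nm) marks activity.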
# Rhodamine autofl = compound fluoresces in the rhodamine spectral region; 59,000 compounds, 0.05% hits; max dye-equivalent concentration, M; AID 594; Rhodamine-region fluorescence, 547/598 nm, Tris buffer; hits give high values; in the data active = max dye-equivalent concentration above about 11 nM; inconclusive = between about 1.1 nM and that limit
#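 Steps: pin-transfer compounds into pH 8.0 Tris (100 mM), hold 15 min at room temperature, image with a 547/598 nm filter pair, and convert intensities to rhodamine-equivalent concentration using a six-point on-plate rhodamine series.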
# Casp1 inh = caspase-1 (human) inhibition, allosteric or competitive; P29466; Caspase-1 enzyme, Ac-WEHD-AFC fluorogenic rate; Potency, µM (series often up to 57.5 µM), inactives show top-dose activity change, negative = inhibition, most hits filed as inhibitors; 75,000 compounds, 0.03% hits; AID 900;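 note: potency is the fitted concentration of half-maximal effect; plate controls were vehicle for no effect and no substrate for full effect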
# USP2a inh = blocks human ubiquitin-specific protease USP2a; 60,000 compounds, 0.1% hits; USP2a enzymatic assay, qHTS inhibition; O75604; Potency, µM (highest dose often 38.3 µM), for inactives: at the top dose activity change, negative = inhibition, actives largely listed as inhibitors; AID 927;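 note: potency is the fitted concentration of half-maximal effect; nearly all actives have a fitted effect of over 60% in size; plate controls were DMSO for no effect and NEM full inhibition control for full effect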
#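 20 nM USP2 core + cpd, 30 min RT; add 20 nM Ub-PLA2/20 uM NBD C6-HPC; read Ex460/Em535 at 0 h and 2.5 h. Normalized to NEM; qHTS curve fit/classification.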
# Fluorescein autfl = compound autofluorescence in fluorescein spectral region; Compound autofluorescence, 480/540 nm, fluorescein-equivalent; hits give high values; max fluorescein-equivalent concentration, M; 59,000 compounds, 0.91% hits; AID 593; in the data active = max fluorescein-equivalent concentration above about 10 nM; inconclusive = between about 1.1 nM and that limit
#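 Library compounds, added at multiple concentrations to pH 8.0 Tris buffer (100 mM), incubate 15 min at room temperature before CCD imaging at 480 nm excitation and 540 nm emission.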
# An asterisk follows results filed as active; i = inactive; ? = inconclusive; / = no result given; & = joins results of further samples; [ ] = dose if it differs, or a comment. Unless noted, calls come from the whole dose curve; as a rule, active = well fitted curve in the direction sought with a large enough effect; inconclusive = small, poorly fitted or top-dose-only effect, or another doubt; inactive = no such curve, though single readings can be large; an effect the other way counts as inactive or inconclusive. Only part of the results is shown; count on the stated rates, not on these rows.
SMILES,ERK AVP block,HADH2 inhib,HEK293 cAMP ctrl,FLuc inh,Caspase-7 inhib,TexasRed autofl,Tau filament bind,Rhodamine autofl,Casp1 inh,USP2a inh,Fluorescein autfl
N[C@H](Cn1oc(=O)[nH]c1=O)C(=O)O,/,7.2%,10.5%,0.6%,/,i,-9.3%,i,/,/,?
COc1cc2c(cc1O)C(CCc1ccc(Cl)cc1)N(C)CC2 (stereo unspecified),16.9%,2.6%,12.7%,/,0.8%,/,/,/,1.2%,/,/
COC(=O)c1cc(C(O)(C(=O)OC)C(F)(F)F)c(/N=C/N(C)C)s1 (stereo unspecified),4.9%,-7.7%,-3.7%,3.6%,-1.5%,i,-2.0%,i,-3.1%,2.3%,i
Oc1ccc2c3c1O[C@H]1c4oc5ccccc5c4C[C@]4(O)[C@H](C2)N(CC2CC2)CC[C@@]314,2.2%&1.9%,10.1%&-7.6%,8.4%&9.2%,-0.8%&-0.9%,0.3%&-1.6%,i,?,i,0.3%&-1.4%,19.3%,?
O=C(c1ccco1)N1CCC2(CC1)CN(Cc1ccncc1)C2,-8.2%,-4.1%,-12.1%,1.2%[11.4 µM],0.1%,i,13.4%,i,-6.1%,19.0%,i
BrC1C(Br)C(Br)C(Br)C(Br)C1Br (stereo unspecified),41.9%[activator],25.1µM*,2.3%,/,-0.8%,/,/,/,-2.7%,/,/
CC(C)(C)NC[C@H](O)c1cc(Cl)c(N)c(Cl)c1,-27.0%[25.7 µM],-7.3%[25.6 µM],?,0.2%[25.5 µM],1.3%[25.7 µM],i,-1.1%[25.6 µM],i,0.6%[25.7 µM],-4.5%[17.1 µM],?
COC(=O)C(O)(c1c(C)[nH]n(-c2ccccc2)c1=O)C(F)(F)F (stereo unspecified),7.2%,-4.1%,11.5%,-2.1%,4.4%,i,-28.7%,i,-4.9%,-9.8%,?
O=C(NC1(C(F)(F)F)Oc2ccccc2O1)N1CCC2(CC1)OCCO2,1.4%,2.51µM*,?,-0.4%,0.7%,i,-13.1%,i,-0.1%,1.0%,i
Cc1cc(Cl)ccc1OCC(=O)N1CCN(C)CC1,-14.0%,3.7%,6.1%,0.7%,0.4%,/,4.3%,/,-1.1%,4.2%,/
COc1ccc(CC2C(=O)NC(=O)NC2=O)c(OC)c1,-8.0%,-18.2%,0.7%,-0.5%,-1.3%,?,-13.1%,i,-1.0%,-3.0%,i
CC[C@H](Oc1ccc(Cl)cc1)C(=O)OC1C[C@H]2CC[C@@H](C1)N2C (stereo partly specified),18.0%,13.5%,?,1.6%,0.4%,/,-12.5%,/,-1.6%,/,/
C/C=C/c1ccc2c(c1)OCO2,25.4%,6.2%,2.1%,/,2.1%,/,0.7%,/,2.2%,-7.2%,/
CCCCCn1c(=O)c(C(=O)Nc2ccncc2)c(O)c2ccccc21,-7.1%,12.4%,-1.4%,2.3%,-0.2%,/,236.5%,/,-3.0%,0.1%,/
C[C@@H]1O[C@H](C[N+](C)(C)C)CS1,-11.1%,-9.3%,?,-0.2%,1.3%,i,-6.4%,i,-1.8%,-3.8%,?
CN(C)CCC=C1c2ccccc2CCc2ccccc21,25.2%,?,26.9%,-0.3%[25.5 µM],1.5%,?,-9.0%,i,-1.1%,-2.7%,?
CC(=O)OC1=CC2=CC[C@H]3[C@H]4CCC(=O)[C@@]4(C)CC(=O)[C@]3(S)[C@]2(C)CC1,-18.4%[11.5 µM],?,-5.2%[11.4 µM],1.3%[11.4 µM],-4.9%[11.5 µM],i,4.5%[11.4 µM],i,0.9%[11.5 µM],/,?
O=C(c1ccc2c(c1)ncn2C1CCCCCC1)N1CCC2(CC1)OCCO2,6.6%,-10.3%,14.5%,-0.2%,1.2%,i,-4.5%,i,1.0%,2.9%,?
Cn1c(O)c(C=NC2CC3CCC2(C)C3(C)C)c(=O)[nH]c1=O (stereo unspecified),-17.6%,0.9%,1.5%,-6.4%,-1.1%,i,-4.3%,i,0.7%,11.0%,i
O=C(c1ccco1)N1CCC[C@@]2(CCN(Cc3ccncc3)C2)C1,8.7%,7.4%,13.4%,3.8%[11.4 µM],0.2%,i,10.4%,i,-3.5%,56.2%[activator],i
CC(C)c1ccc2c(c1)CC[C@H]1[C@@](C)(CN)CCC[C@@]21C,14.9%[11.5 µM],12.9%[11.4 µM],-6.9%[11.4 µM],3.5%[11.4 µM],-1.4%[11.5 µM],?,-1.8%[11.4 µM],i,1.3%[11.5 µM],/,?
O=C(Oc1ccccc1)N1CCC[C@@]2(CCN(Cc3ccccc3)C2)C1,-1.8%,-0.1%,25.9%,1.9%[11.4 µM],-0.6%,i,-2.0%,i,-3.6%,21.9%,i
CCN(CC)S(=O)(=O)c1ccc(N=Cc2c(O)n(-c3ccccc3)c(=O)[nH]c2=O)cc1,1.6%,-7.4%,?,0.6%,-0.8%,/,-4.0%,/,0.1%,10.5%,/
Cn1c(=O)oc2cc(S(=O)(=O)N3CCCC(C(=O)NCc4ccc5c(c4)OCO5)C3)ccc21 (stereo unspecified),-18.6%,12.2%,?,4.6%,1.0%,/,178.0%,/,-5.6%,/,/
Fc1ccc(C(OCCN2CCN(CCCc3ccccc3)CC2)c2ccc(F)cc2)cc1,?,-0.1%,-47.5%[inhibitor],1.6%,-2.4%,i,?,i,-3.2%,3.2%[17.1 µM],?
CC(C)(Cl)Cl,4.2%,-6.7%,-3.2%,/,1.5%,/,8.9%,/,-3.9%,/,/
C[C@@]12CC[C@H](O)C[C@@H]1CC[C@H]1[C@@H]2C[C@@H](O)[C@]2(C)[C@@H](C3=CC(=O)OC3)CC[C@]12O,1.7%[25.7 µM],3.5%[25.6 µM],21.5%[25.6 µM],-2.3%[25.5 µM],2.3%[25.7 µM],?,3.4%[25.6 µM],i,-3.2%[25.7 µM],0.3%[17.1 µM],?
CN1CC[C@@]2(c3cccc(O)c3)Cc3nc4ccccc4cc3C[C@H]2C1,0.2%,7.3%,23.3%,25.1µM*,-0.9%,/,?,/,1.6%,/,/
CN1[C@H]2CC(=O)C[C@@H]1[C@@H](O)C2,3.5%[25.7 µM],7.9%[25.6 µM],-5.1%[25.6 µM],-1.7%[25.5 µM],2.0%[25.7 µM],i,-17.4%[25.6 µM],i,5.2%[25.7 µM],-7.3%[17.1 µM],?
COc1ccc(NC(=O)N2CCCC3(CCN(C(=O)Oc4ccccc4)CC3)C2)cc1,-0.7%,-10.4%,-3.2%,1.0%[11.4 µM],-2.4%,i,4.8%,i,-1.1%,68.2%[activator],?

# Whole records from above. Order of values: ERK AVP block, HADH2 inhib, HEK293 cAMP ctrl, FLuc inh, Caspase-7 inhib, TexasRed autofl, Tau filament bind, Rhodamine autofl, Casp1 inh, USP2a inh, Fluorescein autfl
# CC(C)(Cl)Cl reads 4.2%, -6.7%, -3.2%, /, 1.5%, /, 8.9%, /, -3.9%, /, /
# CC(C)c1ccc2c(c1)CC[C@H]1[C@@](C)(CN)CCC[C@@]21C reads 14.9%[11.5 µM], 12.9%[11.4 µM], -6.9%[11.4 µM], 3.5%[11.4 µM], -1.4%[11.5 µM], ?, -1.8%[11.4 µM], i, 1.3%[11.5 µM], /, ?

# Next structures follow:
SMILES,ERK AVP block,HADH2 inhib,HEK293 cAMP ctrl,FLuc inh,Caspase-7 inhib,TexasRed autofl,Tau filament bind,Rhodamine autofl,Casp1 inh,USP2a inh,Fluorescein autfl
NC(=O)OCCSc1nnc(-c2cccc(C(N)=S)c2)o1,-21.4%,-14.2%,12.9%,5.2%,-0.6%,i,0.4%,i,-1.7%,-1.7%,i
CCn1c(O)c(C=NCc2cccs2)c(=O)[nH]c1=O,-18.4%,-6.5%,9.1%,2.3%,-0.3%,i,-3.7%,i,0.7%,-0.9%,i
Cc1ccc(O)c(CN2CCN(c3ccccc3)CC2)c1,-23.8%,12.7%,20.0%,-0.9%,1.6%,i,-10.9%,i,-3.0%,5.7%,i
Cc1cccc(-n2c(C)nc3cc(C(=O)N4CCC5(CC4)OCCO5)ccc32)c1,10.0%,-1.0%,7.1%,0.7%,-0.1%,i,1.1%,i,0.1%,5.9%,i
NC(=O)CN1C[C@@H](O)CC1=O,3.8%,11.4%,27.7%,1.2%,-2.6%,i,-7.2%,i,-0.1%,-1.7%,i

# Structures from the list above with a thiophene ring, fused or not, in the order listed:
SMILES,ERK AVP block,HADH2 inhib,HEK293 cAMP ctrl,FLuc inh,Caspase-7 inhib,TexasRed autofl,Tau filament bind,Rhodamine autofl,Casp1 inh,USP2a inh,Fluorescein autfl
COC(=O)c1cc(C(O)(C(=O)OC)C(F)(F)F)c(/N=C/N(C)C)s1 (stereo unspecified),4.9%,-7.7%,-3.7%,3.6%,-1.5%,i,-2.0%,i,-3.1%,2.3%,i
CCn1c(O)c(C=NCc2cccs2)c(=O)[nH]c1=O,-18.4%,-6.5%,9.1%,2.3%,-0.3%,i,-3.7%,i,0.7%,-0.9%,i
